# Assay outcomes from PubChem BioAssay.
# ALOX15B inhib: qHTS Assay for Inhibitors of 15-hLO-2 (15-human lipoxygenase 2); Potency, µM (top dose mostly 57.1 µM), for the others: top-dose activity change, negative = inhibition, actives largely listed as inhibitors; purified 15hLO-2, xylenol orange hydroperoxide absorbance; 110,000 tested, 0.56% active; AID 881, 2007; Polyunsaturated fatty acid lipoxygenase ALOX15B (Homo sapiens), O15296; also: potency is read from the fitted curve at half-maximal effect; nearly all actives have a fitted effect of over 60% in size; many of its hits are not listed in these tables
#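 Read-out: hydroperoxide product oxidises ferrous iron, measured as xylenol orange complex via the 573-to-405 nm absorbance ratio after 30 min. Reaction: 50 nM enzyme, 15 min compound preincubation, 45 uM arachidonic acid, 90 min RT, Hepes pH 7.5 with Triton X-100.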
# PNC assembly inh: High Content Assay for Compounds that inhibit the Assembly of the Perinucleolar Compartment. 140,000 tested, 3.1% active. PC3M PTB-GFP, PNC prevalence imaging, 16 h; hits give low values. activity change (PNC), negative = inhibition, % at 10 µM;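 active = readout at or below -70, meaning at least 70% loss of cells showing the perinucleolar compartment, a nuclear body marking cancer cells; inconclusive = readout between -30 and a set limit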;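 also: plate controls were DMSO wells for no effect and camptothecin positive control wells for full effect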
#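 PC3M cells stably expressing PTB-GFP, 750–1000 cells/well, treated 16 h at 37 °C with compound (23 nl of library stock), in duplicate. After paraformaldehyde fixation and Hoechst stain, imaged at 20x; PNC prevalence scored by image analysis.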
# 12-hLO inh: qHTS Assay for Inhibitors of 12-hLO (12-human lipoxygenase); Polyunsaturated fatty acid lipoxygenase ALOX12 (Homo sapiens), P18054; purified 12-hLO, xylenol orange hydroperoxide absorbance; Potency, µM (series often up to 57.1 µM), for the others: at the highest dose activity change, negative = inhibition, hits mostly inhibitors; 150,000 tested, 0.12% active; AID 1452, 2008; also: potency is read from the fitted curve at half-maximal effect; nearly all actives have a fitted effect of over 55% in size; many of its hits are not listed in these tables
# Target sequence (P18054 whole entry, looked up): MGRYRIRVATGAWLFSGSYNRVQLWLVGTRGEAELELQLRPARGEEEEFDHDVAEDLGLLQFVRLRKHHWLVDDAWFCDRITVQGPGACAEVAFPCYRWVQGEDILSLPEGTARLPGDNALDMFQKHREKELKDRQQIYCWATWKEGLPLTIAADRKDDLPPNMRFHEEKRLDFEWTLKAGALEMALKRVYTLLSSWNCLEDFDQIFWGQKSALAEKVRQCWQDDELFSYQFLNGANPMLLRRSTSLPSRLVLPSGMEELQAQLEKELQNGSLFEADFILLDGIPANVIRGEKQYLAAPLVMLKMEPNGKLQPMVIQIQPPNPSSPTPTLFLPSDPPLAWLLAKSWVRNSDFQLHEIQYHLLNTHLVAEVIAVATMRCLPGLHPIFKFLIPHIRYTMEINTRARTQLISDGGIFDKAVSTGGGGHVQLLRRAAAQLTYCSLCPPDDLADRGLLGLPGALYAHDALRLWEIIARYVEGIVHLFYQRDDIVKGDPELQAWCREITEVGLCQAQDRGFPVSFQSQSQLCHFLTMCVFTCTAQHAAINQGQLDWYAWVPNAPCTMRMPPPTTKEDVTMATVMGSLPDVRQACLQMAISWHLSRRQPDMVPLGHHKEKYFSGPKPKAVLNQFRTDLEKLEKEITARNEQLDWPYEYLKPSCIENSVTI
#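 Hydroperoxide output read as Fe(III)-xylenol orange absorbance, 573-to-405 nm ratio, after 30 min reaction with 40 uM arachidonic acid. Enzyme: 150 nM purified human 12hLO, 15 min compound preincubation; 25 mM Hepes pH 7.0, room temperature.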
# IMPase inh: qHTS Assay for Identifying the Cell-Membrane Permeable IMPase Inhibitors | CHO-M1 cells, IP1 accumulation, HTRF TR-FRET ratio | inhibition (IP1 accumulation), % at 46.1 µM | Inositol monophosphatase 1 (Rattus norvegicus), P97697 | 120,000 tested, under 10 active; active = well fitted curve in the direction sought with a large enough effect in the signal ratio, not every such curve was filed as active; inconclusive = small, poorly fitted or top-dose-only effect, or a change in a side signal; inactive = no such curve, though single readings can be large or run the other way; the % refers to the signal ratio;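 also: cells stimulated with carbachol in lithium chloride buffer; plate controls were DMSO basal wells for no effect and reference inhibitor wells for full effect; higher means more IMPase inhibition seen as more IP1 and lower FRET ratio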
# Target sequence (P97697 whole entry, looked up): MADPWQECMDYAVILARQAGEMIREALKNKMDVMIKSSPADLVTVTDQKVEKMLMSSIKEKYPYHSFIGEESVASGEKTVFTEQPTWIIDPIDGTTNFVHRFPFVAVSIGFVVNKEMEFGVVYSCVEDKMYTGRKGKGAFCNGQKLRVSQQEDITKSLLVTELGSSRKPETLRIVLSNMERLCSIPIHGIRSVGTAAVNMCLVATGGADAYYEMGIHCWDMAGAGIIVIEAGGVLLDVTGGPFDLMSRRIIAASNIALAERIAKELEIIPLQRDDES
#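 In this qHTS, compounds (final up to 46 uM) act on CHO-M1 cells that are then activated through the M1 receptor with carbachol, in pH 7.4 buffer containing 50 mM LiCl, for 30 min. IP1 accumulation is quantified by the IP-One immunoassay.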
# * marks the source's active call; other numbers are inactive results; u = inconclusive; x = not tested or not shown; [ ] = another dose, or the depositor's remark. Unless noted, calls follow the shape of the dose curve; as a rule, active = well fitted curve in the direction sought with a large enough effect; inconclusive = small, poorly fitted or top-dose-only effect, or another doubt; inactive = no such curve, though single readings can be large; an effect the other way counts as inactive or inconclusive. Unless noted, % is scaled to controls: 0 for no effect and ±100 for the full control effect.
SMILES,ALOX15B inhib,PNC assembly inh,12-hLO inh,IMPase inh
CC(C)(C)c1ccc(C(=O)CC(=O)c2cc(Cl)ccc2O)cc1,10%,30,-14%,u
COc1ccc(NC(=S)NC(NC(=O)c2ccccc2Cl)C(Cl)(Cl)Cl)c([N+](=O)[O-])c1 (stereo not drawn),-19%,2,-17%,13
Cc1ccc(NC(=O)NC2CCN(CC(=O)Nc3nccs3)CC2)cc1,6%,u,-2%,-12
Cc1ccc(NC(=O)[C@@H]2CCCN2S(=O)(=O)c2ccccc2C(F)(F)F)cc1S(=O)(=O)N1CCOCC1,x,83,-1%,x
CC1(C)NC(=O)N(CC(=O)Nc2nc(-c3ccc(F)cc3)cs2)C1=O,-1%,u,0%,-7
Fc1ccc(Sc2ccccc2CNC2=NCCN2)cc1,x,u,-4%,x
O=C(COc1cccc(F)c1)N1c2ccccc2Sc2ccccc21,x,22,-4%,x
COC(=O)C(CC(C)C)NC(=O)C(N)Cc1ccccc1 (stereo not drawn),4%,22,-1%,0
Cc1cc(-c2nnc(SCc3cccnc3)o2)no1,16%,23,-1%,-3
CC1=C(/C=C/C(=C/C=C/C(C)=C/C(=O)O)c2ccc(C)cc2)C(C)(C)CCC1,u,x,-20%[0.00818 µM],x
COc1ccc(NC(=O)c2cccc(OC(F)F)c2)cc1Cl,1%,27,-3%,-4
CCCCNC(=O)COC(=O)c1ccc(Cl)c(S(=O)(=O)N2CCCC2)c1,0%,1,5%,6
CN1CCC(OC(=O)COc2ccccc2)CC1,-1%,67,2%,8
Cc1cccc(N/C(N)=N/c2nc(C)cc(C)n2)c1,5%,12,1%,-1
CCCNC(=O)Nc1nccs1,8%,7,6%,4
O=C(CSc1nnc(NC(=O)c2ccccc2Cl)s1)Nc1ccc2c(c1)oc1ccccc12,x,-23,1%,x
CCOC(=O)NC(Nc1cc(C)ccn1)(C(F)(F)F)C(F)(F)F,1%,-11,1%,2
CN(c1ccccc1C(=O)N1CCCC1)S(C)(=O)=O,-1%,u,1%,-5
Cc1ccc(C2=[N+]([O-])C(C)(C)CC2)cc1,9%,34,-2%,-6
COc1ccc(C(=S)N2CCCC2)cc1,x,138,-1%,-4
COc1ccc(/C=N/NC(=O)CSc2ccccc2)cc1OC,x,-7,-2%,x
COc1cccc(Nc2nc(CC(C)=O)ns2)c1,-2%,62,2%,-3
CN(CC(=O)Nc1ccccc1Cl)C(=O)CSc1ncc(C(F)(F)F)cc1Cl,x,0,0%,-5
CCOc1ccc(S(=O)(=O)n2c(C)nc3ccccc32)cc1,x,37,-1%,8
CCOC(=O)C1=C(C)NC(=O)NC1c1ccoc1 (stereo not drawn),3%,16,4%,0
COc1ccc(C(=O)/C=C/Nc2ccc(S(=O)(=O)Nc3ncccn3)cc2)cc1,x,u,-2%,-2
O=C(O)CCC1=C2c3ccccc3CCN2C(=O)CC1,1%,u,-3%,10
Cc1ccc(O)c(C(=O)CC(=O)c2cccc(F)c2)c1,-1%,u,-28%,-6
CC(C)C[C@H](NC(=O)C1(c2ccccc2)CCN(C(=O)[C@H]2CSCN2C(=O)OC(C)(C)C)CC1)C(=O)O,x,-114*,2%,x
CCCCOc1ccccc1C1C(C(=O)OC)=CN(CC)C=C1C(=O)OC,-2%,28,0%,0
CCCn1c(C)nc2c(N(CCN(C)C)Cc3ccccc3)nc(C)nc21,19%,x,-2%,x
Nc1ccc2c(c1)C(=O)Cc1ccccc1S2,x,u,-3%,x
COc1ccc(C(=O)CCC(=O)N2CCN(c3ccc(N4CCOCC4)nn3)CC2)cc1,3%,-27,-4%,-5
COc1cccc(C2=NOC(C(=O)NCC3CCCO3)C2)c1 (stereo not drawn),0%,16,0%,2
O=c1[nH]c(SCc2ccc(Cl)cc2)nc2c1CCC2,-16%,-9,-3%,-5
Cc1ccc(CC(CC(=O)NCCc2ccc3c(c2)OCO3)C(=O)O)cc1 (stereo not drawn),-4%,-11,-7%,-2
CCCCCC[C@@H]([C@H](C)O)n1cnc2c(N)ncnc21,-2%,x,-5%,3
Cc1sc2ncnc(NCCCn3ccnc3)c2c1C,29%,25,4%,11
COc1ccc(NCc2nnc(SCC(=O)Nc3ccccc3OC)o2)cc1,-17%,-105*,-13%,11
COCCCNC(=O)c1ccc(Cn2c(=O)c3ccccc3n(Cc3cc(C)ccc3C)c2=O)cc1,-9%,5,3%,-3
COc1ccc(NC(=S)NCCc2ccc(Cl)cc2)c(OC)c1,25µM*,8,u,u
CCNC(=S)NS(=O)(=O)c1ccc(Cl)cc1,-6%,35,0%,-3
C=CCNc1nc(Cl)nc(Nc2ccc(OCC)cc2)n1,x,-2,-8%,8
Cc1nn(Cc2ccccc2)c(C)c1NC(=O)CSc1nc2c(c(C(F)(F)F)n1)CCc1ccccc1-2,x,u,-1%,x
CSCc1c(C(=O)Nc2ccc(N3CCOCC3)cc2)oc2ccccc12,-8%,70,3%,5
Cc1cccn2c(=O)c3cc(C#N)c(=O)n(CC4CCCO4)c3nc12 (stereo not drawn),u,54,1%,7
O=C(COc1ccc(Cl)cc1)N1CCN(Cc2ccc3c(c2)OCO3)CC1,0%,x,-3%,3[20.6 µM]
CCC(=O)Nc1ccc(C(=O)CSc2nnc(CNc3ccc(Cl)cc3)o2)cc1OC,-4%,u,-8%,20
Cc1ccc(NC(=O)COC(=O)CCc2c[nH]c3ccccc23)cc1[N+](=O)[O-],x,8,-8%,8
CCc1ccc(OCC(=O)N/N=C(\C)c2ccc(-n3ccnc3)cc2)cc1,x,25,2%,-4
O=C(NCCCN1CCOCC1)c1ccc(S(=O)(=O)N2CCOCC2)cc1,8%,u,-3%,-3
CC1CCCN(c2nc3c(c(=O)n(C)c(=O)n3C)n2Cc2ccccc2)C1 (stereo not drawn),-1%,1,-11%,5
C=CC(=O)NC(C)(C)Cc1ccccc1,-7%,1,1%,3
COc1ccc(NC(=O)CCC(=O)N(Cc2ccc(OC)c(OC)c2)c2nccs2)cc1,x,u,0%,2
CCCCn1c(NC(=O)c2ccco2)c(S(=O)(=O)c2ccc(C)cc2)c2nc3ccccc3nc21,x,u,-18%,x
O=C(OCCCN1CCCCC1)c1ccc(O)cc1,-1%,-15,-2%,2
CC1=c2c(oc3cc(O)c(Nc4c(C)cc(O)cc4O)c(C)c23)=CC(=O)C1=Nc1c(C)cc(O)cc1O,u,x,-8%[11.4 µM],x
CS(=O)(=O)N1CCN(C(=O)c2cc(-c3ccccc3)nc3ccccc23)CC1,0%,26,1%,4
CCOC(=O)C1CCCN(c2c(NCCCN(C)Cc3ccccc3)c(=O)c2=O)C1 (stereo not drawn),12%,u,-3%,11
CCC1=C2CC[C@H]3C(=O)N(CC)C(=O)[C@H]3[C@H]2[C@@]2(Cc3ccccc3)C(=O)N(CCOC)C(=O)N2C1=O,22%,x,2%,x
# Additional compounds
SMILES,ALOX15B inhib,PNC assembly inh,12-hLO inh,IMPase inh
COc1ccc(NC(=O)N2CC3(CCN(C(C)=O)CC3)C2)cc1,0%,x,-2%,x
CCOC(=O)C1CCCN(c2c(NCCCN(CC)c3ccccc3)c(=O)c2=O)C1 (stereo not drawn),-8%[11.4 µM],u,2%,-1[1.84 µM]
COc1ccc(C/C(C)=N/NC(=O)c2cccnc2)cc1,x,3,7%,0
O=C(COc1ncnc2c(Cl)cc(Cl)cc12)N1CCCCC1,-10%,12,-7%,-5
CCCc1nnc(NC(=O)C(CC)OC(=O)c2cc(C)nc3ccccc23)s1 (stereo not drawn),-1%,48,3%,2
O=[N+]([O-])c1ccc2[nH]c(O)c(N=NC(=S)NCC3CCCO3)c2c1 (stereo not drawn),x,-28,0%,x
CCN(CC)CCNC(=O)/C(=C\c1cccn1C)NC(=O)c1cccs1,x,-7,-6%,x
O=C(CCn1nc(-c2ccccc2)c2ccccc2c1=O)NCC1CCCO1 (stereo not drawn),-10%,5,2%,-1
CCCN1C2CCCC1CC(NC(=O)c1ccccc1OCC)C2 (stereo not drawn),5%,-2,-5%,15
COc1ccc(-c2nnc3n(CCc4ccccc4)c(=O)c4ccccc4n23)c(OC)c1,x,u,-1%,-3
O=C(CN(C(=O)CSc1nc2ccccc2o1)c1ccccc1F)NC1CCCCC1,x,-3,-2%,-2
COCCN1C(=O)C(O)=C(C(C)=O)C1c1ccc(F)cc1 (stereo not drawn),5%,-17,-2%,-9
Cc1cc(N(CC(=O)NC(C)C)S(C)(=O)=O)ccc1Br,x,-30,2%,x
Cc1ccc2[nH]c(=O)cc(C(=O)OCC(=O)c3ccccc3)c2c1,x,-24,4%,x
CCCc1c(C)[nH]c2ccc(NC(C)=O)cc2c1=O,x,70,5%,8
CCCC(C(=O)NC1CCCC1)N(CC1CCCO1)C(=O)c1snc(C(N)=O)c1N (stereo not drawn),8%,u,-4%,2
Cc1nn(C)c(N)c1C(O)(c1nccn1C)C(F)(F)F (stereo not drawn),5%,21,-4%,-6
O=C(NNC(=S)NC(=O)c1cccnc1)c1ccc(Cl)cc1,3%,60,-13%,0
CCOc1ncccc1C(=O)OCC(=O)Nc1cc(C)ccc1C,-3%,-18,8%,0
N=c1sccn1CC(=O)Nc1ccccc1-c1ccccc1,13%,36,3%,-4
CCCc1nc(N)c(C#N)c(-c2ccco2)c1CC,-1%,u,-3%,4
CCC1CCCCN1C(=O)Nc1ccc(F)cc1 (stereo not drawn),14%,u,-9%,8
CC(C)(C)C(=O)/C=C(N)/C=C/c1ccccc1,-13%,33,8%,4
O=C(Nc1cc(N2CCOCC2)ncn1)Nc1cccc2ccccc12,-2%,u,5%,2

# Structures listed above marked active in PNC assembly inh:
SMILES,ALOX15B inhib,PNC assembly inh,12-hLO inh,IMPase inh
CC(C)C[C@H](NC(=O)C1(c2ccccc2)CCN(C(=O)[C@H]2CSCN2C(=O)OC(C)(C)C)CC1)C(=O)O,x,-114*,2%,x
COc1ccc(NCc2nnc(SCC(=O)Nc3ccccc3OC)o2)cc1,-17%,-105*,-13%,11

# Following part.
SMILES,ALOX15B inhib,PNC assembly inh,12-hLO inh,IMPase inh
Brc1ccc(CSc2nnc(-c3ccco3)o2)cc1,x,16,-10%,x
O=C(NCC1(c2ccccc2)CCCC1)c1cccc(Br)c1,8%,1,-6%,9
Cc1ccc(S(=O)(=O)Nc2nncs2)cc1,-9%,15,-10%,4
CCN(CC)C(=O)c1cc2c(=O)oc3ccccc3c2s1,x,u,-3%,-18
COC(=O)c1cc(NC(=O)c2c(Cl)nc3sccn23)cc(C(=O)OC)c1,-6%,-14,-2%,2
O=C(O)Cc1[nH]cnc1C(=O)O,8%[11.4 µM],x,1%[11.4 µM],x
O=C(NCCCN1CCOCC1)c1cc(-c2ccc(Cl)cc2)on1,x,-12,-1%,x
CCSc1nnc(-c2cc3c(s2)-c2ccccc2CC3)o1,12%[11.4 µM],6,0%,-4[1.84 µM]
COc1ccc(NC(=O)N2CC[C@@]3(CCCN(S(C)(=O)=O)C3)C2)cc1,-3%,x,0%,x
COc1ccccc1OCCn1c(CO)nc2ccccc21,16%,37,-1%,-10

# Grouped by structure, the entries above containing two or more sulfur atoms (five)
SMILES,ALOX15B inhib,PNC assembly inh,12-hLO inh,IMPase inh
Cc1ccc(NC(=O)[C@@H]2CCCN2S(=O)(=O)c2ccccc2C(F)(F)F)cc1S(=O)(=O)N1CCOCC1,x,83,-1%,x
O=C(CSc1nnc(NC(=O)c2ccccc2Cl)s1)Nc1ccc2c(c1)oc1ccccc12,x,-23,1%,x
CCNC(=S)NS(=O)(=O)c1ccc(Cl)cc1,-6%,35,0%,-3
Cc1ccc(S(=O)(=O)Nc2nncs2)cc1,-9%,15,-10%,4
CCSc1nnc(-c2cc3c(s2)-c2ccccc2CC3)o1,12%[11.4 µM],6,0%,-4[1.84 µM]
